# Screening results (PubChem)
# TNAP activation fold = stimulation of alkaline phosphatase TNAP activity – biochemical, luminescent, no phosphate acceptor, uHTS, primary screen (AID 1001); purified TNAP, luminescent activation assay, no phosphate acceptor; higher activation fold means a stronger effect; activation fold at 20 µM; hits with a dose series show EC50 in µM; 200,000 tested, 0.03% active; in the data active means activation fold from about 3, or a potency from the dose series; inactive means the rest, 99 in 100 with activation fold below about 1.6; further: many of its hits are not listed in these tables
# Lipid droplet = hepatic lipid droplet formation modulation; AML12 mouse hepatocytes, oleate lipid droplets, BODIPY imaging; inhibition, % at 6.5 µM; 240,000 tested, 0.4% active; AID 1656;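 active means lipid droplet intensity inhibited by at least 50%, with more than 500 cells counted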
#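 System: AML12 hepatocytes (mouse). Probe or stimulus: oleic acid at 100 µM to induce lipid droplet formation. Times: overnight treatment with compound plus oleate. Detection: Image-based BODIPY and DAPI two-channel analysis. Evaluation: percent inhibition of filter-corrected integrated lipid droplet intensity per well.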
# Dynein transport = blocks dynein driven cargo transport along microtubules; 3617.4 mouse cells, GR-EGFP nuclear translocation imaging; test concentration mostly 20 µM; stimulated with dexamethasone, 1 µM; hits give low values; z-score, hits read low; 220,000 tested, 0.47% active;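 active means plate z-score of nuclear minus cytoplasmic receptor signal below a set negative limit, without overly bright fluorescence or cell loss, cut at about -3.5 in these data, passing the limit was not always enough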;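 further: z-score of nuclear minus cytoplasmic ring GR-EGFP intensity difference per well; some compounds called inactive have numbers as strong as hits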
#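 Medium: Induction medium lacking tetracycline, stripped serum | Probe or stimulus: 1.0 µM final dexamethasone stimulus | Schedule: 48 h induction, then 1 h compound, then 30 min agonist, 37 °C | Signal: Automated 10x imaging of fixed Hoechst-stained cells | Evaluation: Per-cell GR-EGFP intensity, nucleus versus surrounding cytoplasmic ring, well-averaged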
# MT stabilizer = stabilizes microtubules in HeLa cells; HeLa tubulin immunostaining HCS, 24 h; share of cells brighter than vehicle mean+2SD; 200,000 tested, 0.83% active; AID 2205; % tubulin-high responders, % at 10 µM;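 active means plate Z-score above 3 for both tubulin-high and condensed-nucleus cell shares, with cell loss under 80%, at 10 µM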;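 further: anti alpha tubulin signal scored within the nucleus-defined area of each cell; some results filed as inactive read as strong as hits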
# PMI inhibitors = MPI enzyme activity inhibition – biochemical, fluorescence intensity, coupled assay, primary screen (AID 1209). purified PMI enzyme, coupled fluorescence intensity; higher % means a stronger effect. one-dose inhibition, % at 20 µM; IC50 in µM for titrated hits. 190,000 tested, 0.42% active; in the data active means inhibition above about 50%;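 further: plate controls were DMSO vehicle for no effect and wells lacking substrate for full effect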
# Myeloid diff 2 = myeloid differentiation induction | ER-HoxA9 myeloid progenitors, lysozyme-GFP differentiation, flow cytometry | calls only at 10 µM | 360,000 tested, 1% active | AID 624256;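 active means normalized GFP-positive differentiation at or above the plate's own cutoff, the solvent-only control mean plus 3 SD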;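 further: cells exposed to compound for four days before flow analysis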
# T cell HTS = modulates CD8 T cell binding to vesicles. 2C CD8+ T cell-vesicle binding, flow cytometry; hits give low values. calls only at 7 µM. 330,000 tested, 0.068% active. AID 2052;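 active means response, share of CD8 T cells binding vesicles, and their 90th percentile fluorescence all below set limits, cut at about 80% in these data, passing the limit was not always enough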
#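 Read-out – percent CD8+ FL2 mean versus row control · System – murine 2C transgenic CD8+ T lymphocytes · Times – 1.5 h cell–vesicle binding at 37 °C, then 20 min icy labelling · Control set – naked vesicles low, QL9 vesicles with vehicle high · Detection – cytometric PE anti-B7-1 and Alexa647 anti-CD8 signals after 1% paraformaldehyde fixation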
# bCat nuc transl = beta-catenin nuclear translocation modulation. 190,000 tested, 0.3% active. HeLa beta-catenin nuclear translocation, immunofluorescence imaging. AID 1665. nuclear translocation activity, % at 5 µM;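 active means nuclear translocation activity above 50% at 5 µM, with a well cell count of 50 or more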;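 further: per-cell ratio of nuclear to cytoplasmic median beta-catenin stain intensity; plate controls were DMSO negative control for no effect and GSK-3 inhibitor IX positive control for full effect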
#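 Assay system: human HeLa cells, native beta-catenin; doses: 5 µM primary, 0.02–20 µM confirmation; incubation: compound treatment 24 h, 37°C, 5% CO2; technique: fluorescence imaging of beta-catenin antibody stain plus DAPI; measure: % activation, nuclear-to-cytoplasmic median beta-catenin signal ratio per cell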
# Ins promoter up = MIN6 insulin promoter up-regulation | MIN6 insulin promoter-GFP reporter, high-content imaging; hits give high values | z-score at 5 µM | 190,000 tested, 0.3% active | AID 1625;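 active means z-score above 3 at 5 µM with at least 500 cells counted in the well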
# Dynein transport cytoplasmic EGFP = second read-out of Dynein transport, no call of its own (marks repeat the call); z-score; measured here: cytoplasmic GR-EGFP intensity; hits give high values
# Dynein transport nuclear GR-EGFP = also measured in Dynein transport; calls as there; z-score; measured here: nuclear GR-EGFP intensity;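 lower value marks the stronger effect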
# Dynein transport cell count = recorded beside Dynein transport, whose call it bears; z-score; measured here: cell count per field
# Ins promoter up cell count = second read-out of Ins promoter up, no call of its own (marks repeat the call); cell count; measured here: cytotoxicity, nuclei count;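 total cells summed across four imaged fields per well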
# Lipid droplet cells 6.5 µM = second read-out of Lipid droplet, no call of its own (marks repeat the call); cell count; measured here: cell count, cytotoxicity flag;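 cells counted across two imaged fields per well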
# bCat nuc transl cell count 5 µM = second read-out of bCat nuc transl, no call of its own (marks repeat the call); cell count; measured here: cell count, cytotoxicity flag
# T cell HTS vesicle-bound % = recorded beside T cell HTS, whose call it bears; double positive events, %; measured here: CD8+ vesicle-bound cell fraction;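 binding gate set so that unloaded-vesicle control wells show 10% double positive cells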
# MT stabilizer Hoechst-high % = also measured in MT stabilizer; calls as there; % Hoechst-high responders; measured here: nuclear condensation Hoechst responders;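 share of cells brighter than vehicle mean plus two SD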
# MT stabilizer cytotoxicity % = also measured in MT stabilizer; calls as there; toxicity, %; measured here: cytotoxicity by cell density;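 0% = mean cell density of plate MIN control wells and 100% = no cells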
# Myeloid diff 2 GFP+ MAC1+ % = also measured in Myeloid diff 2; calls as there; GFP+ MAC1+ double positive, %; measured here: differentiation confirmed by MAC1 staining
# * = called active by the depositor; i = inactive; · = not tested or not shown.
# Each structure is followed by: TNAP activation fold, Lipid droplet, Lipid droplet cells 6.5 µM, Dynein transport, Dynein transport cytoplasmic EGFP, Dynein transport nuclear GR-EGFP, Dynein transport cell count, MT stabilizer, MT stabilizer Hoechst-high %, MT stabilizer cytotoxicity %, PMI inhibitors, Myeloid diff 2, Myeloid diff 2 GFP+ MAC1+ %, T cell HTS, T cell HTS vesicle-bound %, bCat nuc transl, bCat nuc transl cell count 5 µM, Ins promoter up, Ins promoter up cell count
- O=C(CN1c2ccccc2Sc2ccccc21)NNC(=O)Nc1ccc(Cl)cc1
 : ·, -1, 736, -1.1, 0.79, 0.072, 0.46, ·, ·, ·, ·, i, 0.7, i, 10, -0.4, 1295, -0.82, 1077
- COc1ccc(Cn2c(=O)[nH]c3cc(C(=O)Nc4ccc(N5CCN(C)CC5)cc4)ccc32)cc1
 : 1.1, 4, 662, 0.81, -0.15, 0.69, -0.72, 2.4, 2.3, 9.4, 11%, i, 1.1, i, 28, -1.0, 1030, 0.49, 1518
- O/N=C1\CCCc2ccccc21
 : 1.1, 3, 655, 0.22, -0.24, 0.14, -0.035, 3.8, 2.1, 4.7, 3%, i, 0.2, i, 58, -0.1, 1122, -0.18, 1392
- Cc1ccc(S(=O)(=O)Cn2nnnc2C(C(C)C)N2CCN(c3nc4ccccc4s3)CC2)cc1 (stereo not drawn)
 : 1, -12, 748, -0.21, -0.23, 0.14, -0.33, 1.7, 0.8, 25, -11%, i, 0.3, i, 30, -0.2, 610, ·, ·
- O=C(CN1C(=O)C2C3CC(C(Br)C3Br)C2C1=O)N1CCN(Cc2ccccc2)CC1 (stereo not drawn)
 : ·, -18, 716, -0.73, -0.75, -0.63, 0.43, ·, ·, ·, ·, i, 0.7, i, 43, 1.5, 1322, -0.09, 1176
- O=C(CC(c1ccccc1)c1cc(Br)ccc1O)N1CCCCC1 (stereo not drawn)
 : ·, -2, 713, -1.1, -0.28, -0.52, 1.1, ·, ·, ·, ·, i, 0.3, i, 46, -0.6, 1298, 0.14, 1028
- COc1ccc(CCNC(=O)CSc2nn(-c3ccccc3)c(=S)s2)cc1OC
 : 1.1, -42, 617, 0.86, -0.24, 0.56, -0.6, 2.4, 4.0, 9.1, 12%, i, 0.4, i, 58, 0.4, 1173, -0.13, 1591
- Cc1cc(Br)c(S(=O)(=O)NCCN2CCOCC2)cc1C
 : 1.2, ·, ·, -0.17, -0.39, -0.079, -0.26, 2.4, 2.1, 7.6, -4%, i, 2.0, i, 16, ·, ·, -0.42, 1588
- CCOP(=O)(c1ccccc1)C1(O)CCCCC1 (stereo not drawn)
 : 1.1, -8, 702, -0.99, 0.068, -0.29, 0.44, 1.1, 1.7, 6.2, -1%, i, 0.4, i, 47, -0.8, 1101, ·, ·
- CCOC(=O)c1c(NC(=O)Cn2cc([N+](=O)[O-])cn2)sc2c1CCC2
 : 1, ·, ·, 1.5, -0.22, 0.13, -0.56, 4.5, 1.5, 4.3, -1%, i, 3.9, i, 43, -2.7, 1402, -0.13, 1452
- Cc1nnc2n(C3CCCCC3)c(=O)c3c4c(sc3n12)CCC4
 : 1.1, ·, ·, -0.022, -0.22, 0.18, -0.058, 4.3, 2.6, 8.9, 2%, ·, ·, ·, ·, 1.5, 1423, 0.09, 1619
- O=c1[nH]c2ccccc2cc1-c1nnn(-c2ccc(F)cc2)n1
 : 1, -6, 750, 0.84, -0.24, 0.94, -1, 3.6, 2.8, 7.2, -7%, i, 2.2, i, 20, -3.9, 1191, ·, ·
- O=[n+]1c2c(n([O-])c3cc(F)c(N4CCCC4)cc31)CCC2
 : ·, ·, ·, -1.6, -0.099, -0.28, 0.51, 2.6, 1.4, 4.6, ·, i, 0.9, i, 17, ·, ·, ·, ·
- Cc1ccc(S(=O)(=O)N2CCC(C(=O)NCCc3ccccn3)CC2)cc1
 : 1.1, 2, 716, -0.11, -0.25, 0.18, -0.61, 2.5, 1.9, 6.1, 5%, i, 0.6, i, 10, -3.3, 1119, 0.07, 1199
- COC(=O)C1=C(N)Oc2cc(C)n(CC3CCCO3)c(=O)c2C1c1ccccc1OC (stereo not drawn)
 : 1.1, ·, ·, 0.52, -0.21, 0.27, -0.35, 0.7, 1.2, 7.2, 7%, i, 0.9, i, 48, 0.1, 1361, -0.18, 1674
- Fc1ccc(NC(=S)Nc2cccc(Cl)c2)cc1
 : 0.8, -22, 460, 1.7, -0.16, 1.2, -1.2, 6.0, 3.3, 4.5, 8%, i, 0.7, i, 39, 2.2, 970, -0.47, 1414
- CCCC(=O)Nc1ccc2c(c1)nc(CCNC(=O)c1ccco1)n2C
 : ·, 0, 700, -1.1, -0.26, -0.5, 0.8, ·, ·, ·, ·, i, 0.6, i, 46, -1.3, 1401, 0.37, 1082
- N#CC(C#N)=NNc1ccc(S(=O)(=O)N2CCCCC2)cc1
 : 0.9, 22, 638, -0.011, -0.25, -0.055, 0.74, 0.8, 2.0, 6.2, -37%, i, 0.8, i, 37, 0.5, 539, 0.49, 1266
- CC(=O)Nc1ccc(S(=O)(=O)Nc2nc3ccc(C)cc3s2)cc1
 : 1.1, ·, ·, 0.025, -0.2, 0.86, 0.13, 1.8, 0.7, 6.5, 6%, i, 0.9, i, 12, -3.9, 980, -0.23, 1356
- COCc1[nH]nc2c1C(c1ccccc1OC)C(C#N)=C(N)O2 (stereo not drawn)
 : 1, 3, 716, ·, ·, ·, ·, ·, ·, ·, 6%, i, 2.0, i, 32, -8.7, 1154, 0.02, 1066
- Brc1ccc2nc(-c3ccncc3)c(NC3CCCC3)n2c1
 : 1.1, -7, 531, 0.44, -0.34, 0.47, 1, 1.4, 1.8, 2.1, 9%, i, 0.2, i, 34, -0.8, 1016, -0.74, 987
- Cc1[nH]c2ccccc2c1-c1nc(-c2ccc(Cl)cc2)nnc1-c1ccccc1
 : 1.1, 8, 698, 1.1, -0.03, 0.5, 0.67, 1.5, 1.5, 3.8, -1%, ·, ·, i, 49, -4.2, 1074, -0.23, 1678
- CCC(C)c1ccc(S(=O)(=O)N2CCN(C(C)CC(=O)O)CC2)cc1 (stereo not drawn)
 : 1.1, 16, 703, -0.14, -0.35, 0.25, 0.91, 5.8, 1.9, 9.2, -14%, i, 0.4, i, 30, 3.4, 871, -0.31, 1215
- Cc1nc2nc[nH]n2c(=O)c1NS(=O)(=O)c1ccc([N+](=O)[O-])cc1
 : 1, 16, 717, -0.28, -0.29, 0.11, 0.23, 5.2, 1.7, 0.4, -5%, ·, ·, i, 64, 0.5, 941, 0.28, 1437
- C/C(CC(=O)Nc1cc(C)ccn1)=N\NC(=O)c1ccccc1C
 : 1, -9, 610, -0.78, -0.3, -0.22, 0.75, 0.9, 0.7, 2.5, 14%, i, 0.3, i, 16, 0.2, 1106, -0.01, 1417
- O=S(=O)(NC1CCCCC1)c1ccc(Br)cc1
 : 1.1, 4, 747, 0.83, -0.18, 0.86, -0.2, 3.8, 1.9, 9.5, 5%, i, 0.5, i, 57, -1.7, 1203, -0.02, 1228
- C=CCN(CC=C)C(=S)NC(=O)c1ccc(-c2ccccc2)cc1
 : 1, 12, 834, 1.4, 0.079, 1.3, -1.3, 1.8, 1.1, 7.0, -6%, i, 0.7, i, 27, ·, ·, ·, ·
- O=C(O)C1CCCCC1C(=O)Nc1cc(Cl)ccc1Cl (stereo not drawn)
 : 1, ·, ·, -0.45, -0.21, -0.3, 0.49, 1.3, 1.3, 7.1, 8%, ·, ·, i, 16, -0.6, 1396, 0.08, 1633
- Cc1cc(C(C)(C)C)oc1C(=O)Nc1ccc(CC(=O)O)cc1
 : 1.2, ·, ·, -0.79, -0.15, -0.041, 0.64, 1.7, 2.0, 3.8, -3%, i, 0.8, i, 59, -1.7, 978, 0.46, 1373
- CCOC(=O)C1=C(c2ccccc2)NC(=O)NC1c1ccc(OC)c(OC)c1 (stereo not drawn)
 : 1.2, 5, 686, -0.94, -0.22, -1.1, 0.88, 1.5, 1.8, 5.5, -10%, i, 0.3, i, 37, -2.7, 1063, 0.53, 1597
- CSCCC(NS(=O)(=O)/C=C/c1ccccc1)C(=O)NCCc1ccc(S(N)(=O)=O)cc1 (stereo not drawn)
 : ·, 2, 686, -0.37, -0.24, -0.26, 0.59, ·, ·, ·, ·, i, 0.2, i, 25, -0.4, 1379, 0.17, 1108
- Cc1ccc(-c2nnc3sc(-c4ccncc4)nn23)cc1
 : 1, 18, 711, 0.36, -0.16, 0.35, 0.1, 3.4, 2.6, 1.6, 6%, i, 1.8, i, 46, -2.0, 1230, -0.12, 1301
- O=C1CC(CSc2ccc(Cl)cc2)=NN1
 : ·, -2, 721, -0.23, 0.49, 0.32, 0.14, ·, ·, ·, ·, i, 0.7, i, 28, 0.2, 1337, 0.24, 999
- COc1cccc(/C=N/NC(=O)CO/N=C(\C)c2cccs2)c1OC
 : 1.1, ·, ·, -0.34, -0.22, -0.8, -0.028, 2.8, 2.1, 7.2, 0%, i, 3.1, i, 32, -2.5, 1386, 0.94, 1641
- O=C(Nc1ncc(Cc2cccc(C(F)(F)F)c2)s1)c1ccc(-c2cccc([N+](=O)[O-])c2)o1
 : 1.2, 14, 484, 0.54, -0.19, 0.1, -0.16, 5.8, 1.2, 0.7, 15%, i, 0.4, i, 6, -1.9, 1188, -0.83, 1231
